Source: PubChem BioAssay (National Center for Advancing Translational Sciences (NCATS))
EPAC1 ag = EPAC1 (human) agonism; EPAC1 agonist qHTS, biochemical assay; response scale: 100% = response to 6.5 mM cAMP; Potency, µM (series often up to 154 µM), for inactives: at the top dose activation, most hits filed as activators; 360,000 compounds, 0.073% hits; AID 720707; further: nearly all actives have a fitted effect of over 60% in size
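EPAC1 100 nM, Rap1B–BODIPY-GDP 250 nM, unlabeled GDP 50 uM; compound titration; 5 min RT; kinetic read ex480/em540 at 5-min intervals ×30 min; data normalized to 6.5 mM cAMP agonist control.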
aSyn yeast inh = rescues yeast growth from alpha-synuclein toxicity; 370,000 compounds, 0.14% hits; AID 652106; Potency, µM (doses to about 46.1 µM), for the others: top-dose growth rescue (activation), hits mostly activators; Yeast expressing alpha-synuclein, growth rescue, BacTiter-Glo, 24 h; further: % of control where 0% means no effect; nearly all actives have a fitted effect of over 65% in size
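Galactose-induced alpha-syn yeast (OD600=0.02, raffinose-pregrown) + pinned cpd, 24 hr, 30 deg C; growth by BacTiter-Glo luminescence. Growth restoration scores as activation.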
EPAC2 antagonist = blocks human EPAC2 exchange factor. Potency, µM (doses to about 114 µM), for inactives: at the top dose activity, negative = inhibition, most hits filed as inhibitors. 360,000 compounds, 0.18% hits. EPAC2 GEF exchange of Rap1B-BODIPY-GDP, fluorescence. Q8WZA2; further: on the % scale 0 is the no-effect control and ±100 the full control effect; nearly all actives have a fitted effect of over 45% in size; many of its hits are not listed in these tables
Target sequence (Q8WZA2 whole entry, looked up): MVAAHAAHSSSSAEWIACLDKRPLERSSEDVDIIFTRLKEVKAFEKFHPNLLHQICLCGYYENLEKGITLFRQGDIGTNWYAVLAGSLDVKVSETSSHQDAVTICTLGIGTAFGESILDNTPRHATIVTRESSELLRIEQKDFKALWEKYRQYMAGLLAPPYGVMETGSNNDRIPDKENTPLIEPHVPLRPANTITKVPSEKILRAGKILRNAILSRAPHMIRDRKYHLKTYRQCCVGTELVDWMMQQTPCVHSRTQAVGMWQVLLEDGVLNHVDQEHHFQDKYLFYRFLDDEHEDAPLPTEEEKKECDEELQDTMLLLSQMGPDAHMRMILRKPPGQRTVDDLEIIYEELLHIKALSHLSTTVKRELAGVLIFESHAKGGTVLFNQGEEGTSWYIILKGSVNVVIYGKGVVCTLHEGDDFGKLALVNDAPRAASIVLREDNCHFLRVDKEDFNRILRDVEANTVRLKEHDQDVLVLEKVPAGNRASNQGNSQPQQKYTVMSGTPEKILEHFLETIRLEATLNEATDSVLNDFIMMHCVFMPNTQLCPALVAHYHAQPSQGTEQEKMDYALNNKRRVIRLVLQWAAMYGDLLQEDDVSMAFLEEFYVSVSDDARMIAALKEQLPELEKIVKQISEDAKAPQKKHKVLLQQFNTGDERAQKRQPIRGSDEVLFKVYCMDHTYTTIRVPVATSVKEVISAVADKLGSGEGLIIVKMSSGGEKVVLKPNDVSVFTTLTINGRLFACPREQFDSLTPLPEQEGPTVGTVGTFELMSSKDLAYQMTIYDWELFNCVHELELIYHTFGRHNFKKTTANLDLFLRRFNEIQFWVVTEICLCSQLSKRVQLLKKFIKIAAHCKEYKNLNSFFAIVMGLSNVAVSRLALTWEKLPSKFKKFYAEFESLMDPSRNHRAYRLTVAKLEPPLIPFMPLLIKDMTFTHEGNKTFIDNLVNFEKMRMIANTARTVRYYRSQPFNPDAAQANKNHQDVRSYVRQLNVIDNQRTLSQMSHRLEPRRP
TDP-43 yeast inh = TDP-43 toxicity inhibition in yeast | TDP-43 expressing yeast growth rescue, BacTiter-Glo, 24 h | Potency, µM (series often up to 46.1 µM), without a hit: at the top dose growth rescue (activation), actives largely listed as activators | 410,000 compounds, 1.8% hits | AID 652104; further: % of control where 0% means no effect; nearly all actives have a fitted effect of over 50% in size
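Galactose-induced TDP-43 yeast, OD600=0.02, compound pinned; 24 hr, 30 deg C; BacTiter-Glo luminescence for growth. Inhibitors of TDP-43 toxicity read as activators.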
PTHR1 ag = PTHR1 (human) receptor agonism; HEK293 GP2 PTHR1 cells, GloSensor cAMP luminescence, 1 h; 410,000 compounds, 0.075% hits; AID 743266; Potency, µM (doses to about 115 µM), inactives show at the highest dose activation, hits mostly activators; Q03431; further: nearly all actives have a fitted effect of over 55% in size; some results filed as inactive show a strong effect at the top dose; inactives centre near -15; many of its hits are not listed in these tables
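HEK-293-derived GP2 cells expressing PTHR1 and a GloSensor cAMP reporter, 3,000/well, plated overnight, given luciferin plus IBMX (each 0.5 mM as added) for 1 h at 37 °C, then compound for 1 h at 37 °C. Luminescence was read after 15 min at room temperature.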
EPAC2 ag = EPAC2 (human) agonism | Q8WZA2 | EPAC2 activation, biochemical qHTS; response scale: 100% = 6.5 mM cAMP response | Potency, µM (top dose mostly 154 µM), without a hit: at the top dose activation, usual class: activators | 360,000 compounds, 0.079% hits | AID 720711; further: nearly all actives have a fitted effect of over 50% in size
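qHTS, titration series. 100 nM EPAC2 / 250 nM Rap1B-BODIPY-GDP / 50 uM GDP; RT; ex 480/em 540 nm, 5-min reads to 30 min. Norm. to 6.5 mM cAMP = activation.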
EPAC1 antagonist = antagonists of human EPAC1; O95398; EPAC1 GEF assay, Rap1b-BODIPY-GDP exchange fluorescence; Potency, µM (highest dose often 115 µM), inactives show at the top dose activity change, negative = inhibition, most hits filed as inhibitors; 360,000 compounds, 0.14% hits; AID 720709;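 further: plate controls were vehicle for no effect and positive control for full effect; nearly all actives have a fitted effect of over 50% in size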
FUS suppressor = rescues growth of FUS-expressing yeast. S. cerevisiae FUS-expressing, growth rescue, OD600, 24 h. Potency, µM (top dose mostly 76.6 µM), for inactives: at the top dose growth rescue (activation), hits mostly activators. 390,000 compounds, 0.24% hits. AID 1347120;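 further: plate controls were DMSO vehicle for no effect and reference control for full effect; nearly all actives have a fitted effect of over 55% in size; some results filed as inactive show a strong effect at the top dose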
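Restored growth of FUS-toxic S. cerevisiae, read as 600 nm absorbance after 24 h at 30C in galactose medium (starting OD 0.005). Controls CP55940 and DMSO.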
An asterisk follows results filed as active; [ ] = remark or other dose. The call rests on the fitted dose curve; in most records, active means well fitted curve in the direction sought with a large enough effect; inconclusive means small, poorly fitted or top-dose-only effect, or another doubt; inactive means no such curve, though single readings can be large; an effect the other way counts as inactive or inconclusive. Potency means the concentration at half of the fitted maximal effect.

`CC1(C)CC2(CC(c3cccs3)c3cc(Cl)c(O)cc3O2)NC(=S)N1` (configuration not stated) gave EPAC1 ag -4%, aSyn yeast inh -3%, EPAC2 antagonist 4%, TDP-43 yeast inh 19%, PTHR1 ag -26%, EPAC2 ag 7% and EPAC1 antagonist 11%.
For O=C(Cn1cnc2ccccc2c1=O)c1ccc2c(c1)OCCO2 the results were EPAC1 ag -3%, aSyn yeast inh 11%, EPAC2 antagonist 6%, TDP-43 yeast inh -34%[inhibitor], PTHR1 ag -29%[57.5 µM], EPAC2 ag 1%, EPAC1 antagonist -10% and FUS suppressor -14%.
`CC(C)NC(=O)CN(c1cccc(Br)c1)S(C)(=O)=O` gave EPAC1 ag 11%, aSyn yeast inh -2%, EPAC2 antagonist 0%, TDP-43 yeast inh -17%, PTHR1 ag -1%[57.5 µM], EPAC2 ag 11%, EPAC1 antagonist 0% and FUS suppressor 3%.
For Oc1ccc2ccccc2c1C=Nc1ccccc1 the results were EPAC1 ag 10%, aSyn yeast inh 9%, EPAC2 antagonist -6%, TDP-43 yeast inh -34%[inhibitor], PTHR1 ag inactive, EPAC2 ag -1%, EPAC1 antagonist -25% and FUS suppressor 4%.
`CNC(=O)/C(C#N)=C/c1c(N(Cc2ccccc2)Cc2ccccc2)nc2ccccn2c1=O` gave EPAC1 ag -2%, aSyn yeast inh 7%, EPAC2 antagonist -8%, TDP-43 yeast inh 19%, PTHR1 ag -14%, EPAC2 ag 2% and EPAC1 antagonist 2%.
For Cc1cccc(-n2nnnc2SCC(=O)Nc2cccc(S(N)(=O)=O)c2)c1 the results were EPAC1 ag -11%, aSyn yeast inh -1%, EPAC2 antagonist 2%, TDP-43 yeast inh -2%, PTHR1 ag -18%, EPAC2 ag 3%, EPAC1 antagonist -7% and FUS suppressor 3%.
`Cc1ccc2c(c1)C(=O)CC1(CCC(C(C)(C)C)CC1)O2` (configuration not stated) gave EPAC1 ag 3%, aSyn yeast inh -8%, EPAC2 antagonist -10%, TDP-43 yeast inh 8%, PTHR1 ag -13%, EPAC2 ag -1%, EPAC1 antagonist 12% and FUS suppressor -17%.
For CN1C(=O)[C@H]2[C@@H](C3CC3)N3C(=O)CN(Cc4ccccc4)C(=O)[C@@]3(C)[C@H]2C1=O the results were EPAC1 ag 8%, aSyn yeast inh 1%, EPAC2 antagonist -5%, TDP-43 yeast inh -10%, PTHR1 ag -24%, EPAC2 ag 9%, EPAC1 antagonist 4% and FUS suppressor -11%.
Screening COc1ccc(CCNCc2ccc(-c3ccccc3)cc2)cc1OC returned EPAC1 ag 4%, aSyn yeast inh 1%, EPAC2 antagonist -1%, TDP-43 yeast inh -14%, PTHR1 ag -40%[inhibitor], EPAC2 ag 4%, EPAC1 antagonist -22% and FUS suppressor 14%.
Screening OCC1CCCCN1CC(O)COC(c1ccc(F)cc1)c1ccc(F)cc1 (configuration not stated) returned EPAC1 ag -2%, aSyn yeast inh 5%, EPAC2 antagonist -4%, TDP-43 yeast inh 0%, PTHR1 ag inactive, EPAC2 ag -3%, EPAC1 antagonist -9% and FUS suppressor -19%.
For CCC(Cc1ccccc1)NC(=O)CCn1cccc1 (configuration not stated) the results were EPAC1 ag 13%, aSyn yeast inh 0%, EPAC2 antagonist -1%, TDP-43 yeast inh inconclusive, PTHR1 ag inactive, EPAC2 ag 7%, EPAC1 antagonist -4% and FUS suppressor 14%.
Screening Cc1ccc(S(=O)(=O)Nc2ccnc(-c3cccnc3)n2)cc1 returned EPAC1 ag -8%, aSyn yeast inh -1%, EPAC2 antagonist 2%, TDP-43 yeast inh -19%, PTHR1 ag inactive, EPAC2 ag 10%, EPAC1 antagonist 4% and FUS suppressor 22%.
COc1ccc(NC(=O)CSc2ccc3nnc(-c4ccccn4)n3n2)cc1 was read as EPAC1 ag -1%, aSyn yeast inh -2%, EPAC2 antagonist -2%, TDP-43 yeast inh 2%, PTHR1 ag -3%, EPAC2 ag 7% and EPAC1 antagonist 10%.
For O=C(CCNC(=O)c1ccccc1Cl)Nc1ccc(S(=O)(=O)Nc2ncccn2)cc1 the results were EPAC1 ag 4%, aSyn yeast inh 0%, EPAC2 antagonist 6%, TDP-43 yeast inh 11%, PTHR1 ag -23%, EPAC2 ag 4%, EPAC1 antagonist 19% and FUS suppressor -1%.
Fc1ccc(OCc2nnc(SCCN3CCOCC3)o2)cc1 was read as EPAC1 ag 7%, aSyn yeast inh -2%, EPAC2 antagonist 9%, TDP-43 yeast inh -13%, PTHR1 ag inactive, EPAC2 ag 1%, EPAC1 antagonist 19% and FUS suppressor 10%.

An excerpt taken from the entries so far, as a working copy:
`CC1(C)CC2(CC(c3cccs3)c3cc(Cl)c(O)cc3O2)NC(=S)N1` (configuration not stated) gave EPAC1 ag -4%, aSyn yeast inh -3%, EPAC2 antagonist 4%, TDP-43 yeast inh 19%, PTHR1 ag -26%, EPAC2 ag 7% and EPAC1 antagonist 11%.
For O=C(Cn1cnc2ccccc2c1=O)c1ccc2c(c1)OCCO2 the results were EPAC1 ag -3%, aSyn yeast inh 11%, EPAC2 antagonist 6%, TDP-43 yeast inh -34%[inhibitor], PTHR1 ag -29%[57.5 µM], EPAC2 ag 1%, EPAC1 antagonist -10% and FUS suppressor -14%.
`CC(C)NC(=O)CN(c1cccc(Br)c1)S(C)(=O)=O` gave EPAC1 ag 11%, aSyn yeast inh -2%, EPAC2 antagonist 0%, TDP-43 yeast inh -17%, PTHR1 ag -1%[57.5 µM], EPAC2 ag 11%, EPAC1 antagonist 0% and FUS suppressor 3%.

The list continues.
For COc1ccc(-c2cc3c(=O)n(CC(=O)NCc4ccc(C)cc4)ncn3n2)cc1 the results were EPAC1 ag 9%, aSyn yeast inh -1%, EPAC2 antagonist -1%, TDP-43 yeast inh 19%, PTHR1 ag -13%, EPAC2 ag -4%, EPAC1 antagonist 3% and FUS suppressor -11%.
Screening Cc1csc2nc(=O)c3ccccc3n12 returned EPAC1 ag 4%, aSyn yeast inh -3%, EPAC2 antagonist -5%, TDP-43 yeast inh 4%, PTHR1 ag 6%, EPAC2 ag 17% and EPAC1 antagonist 1%.
Screening CC(=O)c1c(C)[nH]c(C(=O)Nc2ccc(S(=O)(=O)N(C)C)cc2)c1C returned EPAC1 ag 12%, aSyn yeast inh -8%, EPAC2 antagonist 6%, TDP-43 yeast inh -16%, PTHR1 ag -3%, EPAC2 ag 17%, EPAC1 antagonist 9% and FUS suppressor 18%.
For Cc1cc(C)n(-c2nc(N(c3ccccc3)c3ccccc3)nc(-n3nc(C)cc3C)n2)n1 the results were EPAC1 ag 5%, aSyn yeast inh 4%, EPAC2 antagonist -8%, TDP-43 yeast inh -16%, PTHR1 ag -21%[57.5 µM], EPAC2 ag -1%, EPAC1 antagonist 6% and FUS suppressor 28%.
For Cc1ccc(F)cc1CNC(=O)C1CCC(=O)N(C2CC2)C1 (configuration not stated) the results were EPAC1 ag 3%, aSyn yeast inh -3%, EPAC2 antagonist -8%, TDP-43 yeast inh -9%, PTHR1 ag 4%, EPAC2 ag 29% and EPAC1 antagonist -23%.
Screening COc1ccc2c(C)cc(=O)oc2c1 returned EPAC1 ag -15%, aSyn yeast inh 1%, EPAC2 antagonist -9%, TDP-43 yeast inh inconclusive, PTHR1 ag inactive, EPAC2 ag 6%, EPAC1 antagonist -28% and FUS suppressor -19%.
For COc1cccc(-c2c(C(=O)N/N=C/c3ccncc3)nnn2-c2nonc2N)c1 the results were EPAC1 ag 8%, aSyn yeast inh -10%, EPAC2 antagonist -5%, TDP-43 yeast inh 2%, PTHR1 ag inactive, EPAC2 ag 5%, EPAC1 antagonist 10% and FUS suppressor -8%.
Screening CCOc1ccc(C(=O)NCCn2cc(SCC(=O)Nc3cc(C)on3)c3ccccc32)cc1 returned EPAC1 ag 9%, aSyn yeast inh 1%, EPAC2 antagonist -3%, TDP-43 yeast inh -5%, PTHR1 ag -10%[57.5 µM], EPAC2 ag 2%, EPAC1 antagonist -20% and FUS suppressor 13%.
`CC(C)OC(=O)N(C)C[C@@H]1OCc2cnnn2CCCC(=O)N([C@@H](C)CO)C[C@@H]1C` gave EPAC1 ag 16%, aSyn yeast inh 3%, EPAC2 antagonist 4%, TDP-43 yeast inh 21%, PTHR1 ag -14%, EPAC2 ag 13%, EPAC1 antagonist 12% and FUS suppressor -25%.
For C[C@@H]1CN([C@@H](C)CO)C(=O)CCCn2nncc2CO[C@H]1CN(C)Cc1cccc(O)c1 the results were EPAC1 ag -5%, aSyn yeast inh -2%, EPAC2 antagonist -3%, TDP-43 yeast inh -4%, PTHR1 ag -3%, EPAC2 ag -6%, EPAC1 antagonist -18% and FUS suppressor -11%.
`CCC(C)N1CCN(C(=O)C2CCN(S(=O)(=O)c3c(C)noc3/C=C/c3ccco3)CC2)CC1` (configuration not stated) gave EPAC1 ag -1%, aSyn yeast inh -2%, EPAC2 antagonist 1%, TDP-43 yeast inh 1%, PTHR1 ag 23%, EPAC2 ag -6%, EPAC1 antagonist 8% and FUS suppressor inconclusive.
Screening COc1ccc(-c2cc(C(=O)NC3CCCC3)no2)cc1OC returned EPAC1 ag -3%, aSyn yeast inh -11%, EPAC2 antagonist 8%, TDP-43 yeast inh -12%, PTHR1 ag -1%[57.5 µM], EPAC2 ag -5%, EPAC1 antagonist 14% and FUS suppressor 9%.
For O=C(c1cccc(Cl)c1)N1CCC(=O)N([C@H](COCc2cccc(Cl)c2)Cc2ccccc2)CC1 the results were EPAC1 ag 0%, aSyn yeast inh inconclusive, EPAC2 antagonist -18%, TDP-43 yeast inh inconclusive, PTHR1 ag -25%, EPAC2 ag 4%, EPAC1 antagonist -14% and FUS suppressor inconclusive.
For Cc1cc(C)nc(NS(=O)(=O)c2ccc(NC(=O)c3ccccc3Br)cc2)n1 the results were EPAC1 ag 0%, aSyn yeast inh 0%, EPAC2 antagonist 2%, TDP-43 yeast inh 16%, PTHR1 ag -42%[inhibitor], EPAC2 ag 9%, EPAC1 antagonist -3% and FUS suppressor -9%.
`CN(C)CCCN(C(=O)c1ccc([N+](=O)[O-])o1)c1nc2cc3c(cc2s1)OCO3` gave EPAC1 ag 3%, aSyn yeast inh -8%, EPAC2 antagonist 2%, TDP-43 yeast inh -2%, PTHR1 ag inactive, EPAC2 ag 7%, EPAC1 antagonist 9% and FUS suppressor 5%.

The list is partial; count on the stated rates, not on these rows.
